# Gal4-VP16 FLuc: counter-screen for ROR gamma inhibitors: Gal4-VP16 reporter; Drosophila S2 Gal4-VP16 UAS-luciferase, luminescence, 20 h; 3.5% of 310,000 active; Potency, µM (titrated, usually from 53.6 µM), for inactives: at the highest dose activity, negative = inhibition, hits mostly inhibitors;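 note: Gal4-VP16 expression switched on by copper sulfate through the metallothionein promoter; nearly all actives have a fitted effect of over 50% in size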
# RORgamma inh: blocks mouse ROR gamma transcriptional activity. Potency, µM (highest dose often 53.6 µM), without a hit: top-dose activity change, negative = inhibition, actives largely listed as inhibitors. P51450. Drosophila S2 Gal4-RORgamma UAS-luciferase reporter, 20 h. 5.4% of 310,000 active; note: nearly all actives have a fitted effect of over 60% in size
#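 A Gal4/UAS one-hybrid system in insect cells: metallothionein-promoter Gal4–ROR gamma fusion plus Photinus luciferase reporter. Copper sulfate 700 uM final, 20 hr ambient incubation, luminescent detection after 10 min with reagent.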
# Active calls of the source: *; ? = inconclusive; & = joins results of further samples; [ ] = dose if it differs, or a comment. Calls come from the whole dose curve; as a rule, active = well fitted curve in the direction sought with a large enough effect; inconclusive = small, poorly fitted or top-dose-only effect, or another doubt; inactive = no such curve, though single readings can be large; an effect the other way counts as inactive or inconclusive. % is set by controls: 0 for no effect and ±100 for the full control effect; potency is the fitted concentration of half-maximal effect. A portion of the library; count on the stated rates, not on these rows.
SMILES,Gal4-VP16 FLuc,RORgamma inh
COC(=O)C1(C)C=CC2(CCCCC2)N1C(C)=O (configuration not stated),-2%,5%
CC1(OC(=O)c2cnc3ccccc3n2)C(=O)C=C2C=C(c3ccc(C#N)cc3)OC=C2C1=O (configuration not stated),5%&-3%,-7%&36%
FC(F)(F)c1ccccc1-c1cncnc1NCCN1CCOCC1,-2%,-23%
CC(C)=CCC/C(C)=C/CO/N=C1/C[C@@H](O)[C@@H](O)[C@@H]2[C@@H]3C(=O)N(c4cccc(Oc5ccccc5)c4)C(=O)[C@H]3CC[C@H]12,-3%[10 µM],13%[10 µM]
O=Nc1c(O)[nH]c2c(Cl)c(Cl)ccc12,0%,-30%
Cc1ccc(C2CC(=O)Oc3ccc(O)cc32)cc1 (configuration not stated),-1%[96.6 µM],13%[96.6 µM]
CC(=O)OCC1OC(Oc2cc(OC(C)=O)c3c(=O)cc(-c4ccc(OC(C)=O)c(OC(C)=O)c4)oc3c2)C(OC(C)=O)C(OC(C)=O)C1OC(C)=O (configuration not stated),16µM*,25µM*
Cc1nc2cnc(OCc3ccccc3)nc2n(CCc2ccccc2)c1=O,-5%,?
Cc1ccncc1C(=O)O,-3%,10%
CC(C)(C)OC(=O)NCCCC1=CC2=CC(=O)C(C)(OC(=O)c3cnc4ccccc4n3)C(=O)C2=CO1 (configuration not stated),2%,4%
CC(=O)N[C@H]1CSSC[C@@H](C(=O)N2CCC[C@H]2C(=O)N2CCC[C@H]2C(=O)N[C@@H](CCCCN)C(=O)N[C@@H](CC(=O)O)C(N)=O)NC(=O)CNC(=O)[C@H](Cc2c[nH]c3ccccc23)NC(=O)[C@H](CCCNC(=N)N)NC(=O)[C@@H](Cc2ccc(Cl)c(Cl)c2)NC(=O)[C@H](Cc2cnc[nH]2)NC(=O)[C@H](CCC(=O)O)NC1=O,-4%,8%
N#Cc1cccc(-c2nc(NCc3cccnc3)c3ccccc3n2)c1,0%,-39%
O=C(c1ccncc1)N1CCC[C@@]2(CCN(Cc3cc(C(F)(F)F)cc(C(F)(F)F)c3)C2)C1,-3%,20%
CCCC[C@@H]1C[C@H]1C(NC(=O)c1cccs1)c1ccc(-c2ccccc2)cc1 (some centres not stated),-5%,-17%
CCc1cc2c(nc1CC)CCN(CC/C(C)=N/O[C@@H](C)c1cn([C@@H]3COC[C@@H]3O)nn1)C2,-3%[10 µM],0%[10 µM]
COc1cccc(Cn2c(=O)c(-c3cn(C)c4ccccc34)nc3cncnc32)c1,-3%,14%
CC(C)CN1CCC2(CC1)CCN(C(=O)c1cccn1C)CC2,2%,-20%
CC(=O)OC1CC2C(C)(C)C(=O)[C@@H]3OC3[C@@]2(C)C2CC[C@]3(C)C(=CC(=O)OC3c3ccoc3)[C@]12C (some centres not stated),3%,9%
CC1(C)Oc2ccc3ccc(=O)oc3c2CC1=O,1%,-4%
COc1ccc(CCN(C)CCCOc2ccc(S(=O)(=O)c3[nH]c4ccccc4c3C(C)C)cc2)cc1OC,18µM*,14µM*
CS(=O)(=O)N1CCC2(CC1)CN(Cc1ccc(C#N)cc1)C2,7%,-1%
CC(C)COC(=O)N1C(COCc2ccccc2)CCC=CS1(=O)=O (configuration not stated),16%,?
Cc1cnc(CNc2ncncc2-c2cccnc2)cn1,-17%,0%
OC1c2ccccc2N=C2CCCN21 (configuration not stated),7%,17%
COC(=O)[C@H](COC(C)(C)C)NC(=O)O[C@H]1C(=O)c2cc(OC)ccc2O[C@@H]1c1ccc(OC)c(Br)c1,2%,0%
CCN1C(=O)[C@H]2[C@H]3[C@H](O)[C@H](O)C/C(=N/OC[C@@H]4O[C@H](c5ccccc5)C=C[C@@H]4Oc4ccc(OC)cc4)[C@@H]3CC[C@@H]2C1=O,9%[10 µM],9%[10 µM]
Cc1noc(C)c1C(=O)N1CCC[C@@]2(CCN(C(=O)NC(C)C)C2)C1,9%,1%
CC1CCC(C(=O)O)NC1c1ccc(-c2ccco2)cc1 (configuration not stated),0%[10 µM],-4%[10 µM]
CC(C)NC(=O)N1CCCC2(CCN(C(=O)c3csnn3)CC2)C1,-9%,3%
O=c1c(CCc2ccccc2)nc2cnc(N3CCNCC3)nc2n1CCc1ccccc1,?,?
COc1ccc(-c2nc3cnc(Nc4cccc(OC)c4)nc3n(C3CC3)c2=O)cc1,4%,6%
O=c1cc(-c2cc(O)c(O)c(O)c2)oc2cc(O)cc(O)c12,-12%,-1%
Cc1ccc2cccnc2c1,1%,-12%
Cc1cccc(CNc2cc(-c3ccoc3)ncn2)c1,-24%,-6%
CC(=O)OCC1OC(C#CCCCc2ccccc2)C=CC1OC(C)=O (configuration not stated),1%&-23%[10 µM],13%&10%[10 µM]
CCCCCCCCCCCCC(=O)N1CCCC[C@H]1CNC(=O)[C@@H](N)CCCCN,-1%,11%
CCN(CC)CCCCC1CCN(CC(=O)N2c3ccccc3C(=O)Nc3cccnc32)CC1,4%,-15%
CN(Cc1ccco1)c1ncncc1-c1cccnc1,8%,31%
Cc1cnc(CNc2ncncc2-c2ccccc2CN(C)C)cn1,2%,?
COc1ccccc1-c1cncnc1Nc1ccc(F)cc1,4%,-4%
Cc1cccc(/C=C\c2ccccc2)n1,-6%,?
NCCC[C@@H](CC(=O)N[C@@H]1CCNC[C@H]1C(=O)N[C@H](CC(=O)N[C@@H](CCC(=O)O)CC(=O)O)Cc1ccccc1)NC(=O)C[C@H](Cc1c[nH]c2ccccc12)NC(=O)[C@@H]1CNCC[C@H]1N,-3%,7%
O=C(/C=C/c1ccccc1)NC(NC(=S)Nc1cccc2cccnc12)C(Cl)(Cl)Cl (configuration not stated),-8%,-6%
Cc1cc2c(nc1C)CCCN2C[C@H](C)O/N=C1/[C@H]2O[C@@H]2[C@@H](O)[C@H]2[C@H]1CCn1c(=O)n(-c3ccccc3)c(=O)n12,-5%[10 µM],-20%[10 µM]
O=c1c(-c2ccccc2)nc2cnc(Oc3cccc(Cl)c3)nc2n1C[C@H]1CCCO1,-6%,43%
CC(C)CN1CCC2(CC1)CCN(C(=O)c1cccc(F)c1)CC2,-3%,-2%
Cc1nc(N2CCOCC2)c2nc(-c3ccccc3)n(CC3CCN(C)CC3)c2n1,-12%,-7%
CCNc1ncc2nc(-c3cc(F)cc(F)c3)c(=O)n(C3CC3)c2n1,-2%,18%
O=S(=O)(c1ccccc1)N1CCC2(CCN(Cc3ccncc3)CC2)CC1,1%,0%
CC1CN2C(CCC(C)C2c2ccc(Br)cc2)C(=O)O1 (configuration not stated),-4%&-6%&2%[10 µM],14%&1%&5%[10 µM]
COC1(C)CCC2OC2(C)CCC2C1CC2(C)C (configuration not stated),-2%,3%
OC[C@H]1O[C@@H](O[C@@H]2[C@@H](CO)O[C@](O)(CO)[C@H]2O)[C@H](O)[C@@H](O)[C@H]1O,-20%,6%
CC(C)C[C@@H](CC(=O)N[C@@H](CCC(=O)O)CC(=O)O)NC(=O)[C@@H]1CNCC[C@H]1NC(=O)C[C@H](CCCN)NC(=O)C[C@H](Cc1ccccc1)NC(=O)[C@@H]1CNCC[C@H]1N,3%,-12%
OCc1ccccc1O[C@H]1OC(CO)C(O)C(O)C1O (some centres not stated),3%,2%
COc1ccc(C2C=C3CN(C(=O)OC(C)(C)C)S(=O)(=O)C3CC2OC(=O)c2cccc(C)c2)cc1 (configuration not stated),-5%,-2%
COC(=O)[C@@]1(Cc2ccc(F)cc2)[C@H]2c3cc(C(=O)N(C)C)n(Cc4cccc5ccccc45)c3C[C@H]2CN1C(=O)c1ccccc1,-15%,44%
Oc1cc2c(cc1O)[C@H](c1ccccc1)CNCC2,3%,?
COCC(=O)N1CCC2(CC1)CN(Cc1ccccc1OC)C2,9%,-20%
CCN(CC)CCCn1c(-c2ccccc2)nc2c(N3CCOCC3)nc(C)nc21,7%,0%
COc1cc(-c2oc3cc(O)cc(O)c3c(=O)c2OC[C@@H]2OC(O[C@@H]3O[C@@H](C)[C@H](O)[C@@H](O)[C@H]3O)[C@@H](O)[C@H](O)[C@@H]2O)ccc1O (some centres not stated),-5%,3%

# The results go on:
SMILES,Gal4-VP16 FLuc,RORgamma inh
COC(=O)C1(C(=O)OC)CC2=CCC3C(=O)N(c4ccccc4)C(=O)C3C2Cc2ccccc2[C@@H]1C[N+](=O)[O-] (some centres not stated),4%,-25%
O=C(O)COc1ccc2ccccc2c1,-5%,-3%
CN1CCN(c2ncc3nc(-c4cccs4)c(=O)n(C[C@H]4CCCO4)c3n2)CC1,11%,-8%
O=C(c1ccncc1)N1CCC2(CCCN(c3ncccn3)C2)CC1,5%,-4%
Cc1cccc(CN2CC34C=CC(CC3S2(=O)=O)O4)c1 (configuration not stated),?,33%
COc1ccc2[nH]cc(CCNc3cc(-c4ccccc4Cl)ncn3)c2c1,-1%,28%
CCOC(=O)C1=C(c2ccccc2)c2cc(OC)ccc2OC1C(=O)OCC (configuration not stated),-4%,-16%
COc1cccc(Cn2c(=O)c(-c3cc(F)cc(F)c3)nc3cncnc32)c1,2%,18%
CC1C=CCCOC1c1ccccc1 (configuration not stated),8%[10 µM],8%[10 µM]
CCCCCC1=C2CNC(CC(C)C)(C(=O)OC)C=C2C(C)C1=O (configuration not stated),-21%,3%
CN(Cc1ccccc1)C(=O)[C@H](Cc1ccc2ccccc2c1)NC(=O)[C@@H]1C[C@@H](O)CN1C(=O)c1cn(C)c2ccccc12,-6%,32%
FC(F)(F)c1ccccc1-c1cncnc1Nc1ccccc1,14%,-15%
Nc1nc2[nH]c(=O)[nH]c2c(=O)[nH]1,0%,-15%
CNC(=O)C1(C)C=CCN1C(=O)OC (configuration not stated),?,4%
COc1ccc2c(c1)O[C@@H](c1ccc3c(c1)OCO3)[C@H](OC(=O)NS(=O)(=O)c1ccc(C)cc1)C2=O,-4%,?
Cc1n[nH]c(=O)[nH]c1=O,4%[17 µM],4%[16.9 µM]
COC(=O)N1CCC2(CCCN(Cc3nccs3)C2)CC1,-19%,0%
COC(=O)CC1C(C)(C)C(O)C2CC3=C4C=C(OC)OC(c5ccoc5)[C@]4(C)CCC3[C@@]1(C)C2=O (some centres not stated),-7%,-3%
COc1ccc2c(c1)O[C@@H](c1ccc3c(c1)OCO3)[C@H](OC(=O)NS(=O)(=O)c1ccc(F)cc1)C2=O,10%,5%
CO[C@H]1C[C@@H]2CC[C@@H](C)[C@@](O)(O2)C(=O)C(=O)N2CCCC[C@H]2C(=O)OC([C@H](C)C[C@@H]2CC[C@@H](O)[C@H](OC)C2)CC(=O)[C@H](C)/C=C(\C)[C@@H](O)[C@@H](OC)C(=O)[C@H](C)C[C@H](C)/C=C/C=C/C=C/1C (some centres not stated),-26%,-2%

# Copied from the entries so far, 12 compounds:
SMILES,Gal4-VP16 FLuc,RORgamma inh
COC(=O)C1(C(=O)OC)CC2=CCC3C(=O)N(c4ccccc4)C(=O)C3C2Cc2ccccc2[C@@H]1C[N+](=O)[O-] (some centres not stated),4%,-25%
O=C(O)COc1ccc2ccccc2c1,-5%,-3%
CN1CCN(c2ncc3nc(-c4cccs4)c(=O)n(C[C@H]4CCCO4)c3n2)CC1,11%,-8%
O=C(c1ccncc1)N1CCC2(CCCN(c3ncccn3)C2)CC1,5%,-4%
Cc1cccc(CN2CC34C=CC(CC3S2(=O)=O)O4)c1 (configuration not stated),?,33%
COc1ccc2[nH]cc(CCNc3cc(-c4ccccc4Cl)ncn3)c2c1,-1%,28%
CCOC(=O)C1=C(c2ccccc2)c2cc(OC)ccc2OC1C(=O)OCC (configuration not stated),-4%,-16%
COc1cccc(Cn2c(=O)c(-c3cc(F)cc(F)c3)nc3cncnc32)c1,2%,18%
CC1C=CCCOC1c1ccccc1 (configuration not stated),8%[10 µM],8%[10 µM]
CCCCCC1=C2CNC(CC(C)C)(C(=O)OC)C=C2C(C)C1=O (configuration not stated),-21%,3%
CN(Cc1ccccc1)C(=O)[C@H](Cc1ccc2ccccc2c1)NC(=O)[C@@H]1C[C@@H](O)CN1C(=O)c1cn(C)c2ccccc12,-6%,32%
FC(F)(F)c1ccccc1-c1cncnc1Nc1ccccc1,14%,-15%

# Retrieved by structure from above:
SMILES,Gal4-VP16 FLuc,RORgamma inh
O=C(O)COc1ccc2ccccc2c1,-5%,-3%
Cc1n[nH]c(=O)[nH]c1=O,4%[17 µM],4%[16.9 µM]

# Next part
SMILES,Gal4-VP16 FLuc,RORgamma inh
O=S(=O)(CCc1ccccc1)c1nnnn1-c1ccc(F)cc1Br,-6%,-39%
CC1(C)C(C(=O)O)N2C(=O)CC2S1(=O)=O (configuration not stated),-4%,-5%
COCC(=O)N1CCC2(CC1)CN(c1ccc(-c3ccccc3)cc1)C2,4%,?
CC(=O)N1CC[C@@H]2CC(=O)CC[C@@H]21,-2%[96.6 µM],-6%[96.6 µM]
NCC1O[C@@H](O[C@H]2C(O)C(O[C@@H]3C(O[C@H]4OC(CO)C(O)C(O)C4N)C(N)CC(N)[C@H]3O)O[C@@H]2CO)C(N)C(O)C1O (some centres not stated),-4%,16%
CC(C)c1ccc2c([Si](C)(C)C)c3c(nc2c1)-c1cccc(=O)n1C3,5%,2%
COC1C(O)C(CO)OC1n1c(Br)nc2c(=O)[nH]c(N)nc21 (configuration not stated),8%,-13%
COCCNc1ncnc2ccc(-c3ccccc3C(F)(F)F)cc12,-15%,?
COC(=O)C1=C[C@@H](C(=O)OC)[C@@H]2C3=C(C(=O)[C@@]2(CC(C)C)NC(=O)c2ccccc2)[C@H](C)n2c(=O)n(-c4ccccc4)c(=O)n2[C@@H]3C1,7%,-5%
